All columns: NCI-60 one-dose screen, growth in % after 48 h at 10 µM unless noted; 100 = growth as untreated, 0 = no growth, -100 = all killed.
OVCAR-5 – OVCAR-5 ovarian cancer | hit rate 2.9% among 82,000
NCI/ADR-RES – NCI/ADR-RES ovarian cells; hit rate 4.4% among 81,000; AID 1794790
NCI-H226 – NCI-H226 lung cancer | hit rate 3.5% among 79,000 | AID 1794732
OVCAR-8 – OVCAR-8 ovarian cancer; hit rate 4.4% among 81,000; AID 1794782
NCI-H23 – NCI-H23 lung cancer; hit rate 4% among 80,000
NCI-H522 – NCI-H522 lung cancer. hit rate 8% among 78,000
NCI-H460 – NCI-H460 lung cancer; hit rate 6.8% among 82,000; AID 1794736
OVCAR-3 – OVCAR-3 ovarian cancer | hit rate 7% among 79,000 | AID 1794787
NCI-H322M – NCI-H322M lung cancer; AID 1794733; hit rate 2.7% among 80,000
Starred values were filed as active, the others as inactive; . = no result given; [ ] = remark or other dose. Rule for the calls: active = growth percent below 10; inactive = the rest.

SMILES	OVCAR-5	NCI/ADR-RES	NCI-H226	OVCAR-8	NCI-H23	NCI-H522	NCI-H460	OVCAR-3	NCI-H322M
NCC(=O)NS(=O)(=O)OC[C@H]1O[C@@H](n2cnc3c(N)ncnc32)[C@H](O)[C@@H]1O	0.3*	2.1*	-55*	-12*	5.7*	-52*	3.4*	10	-1.7*
c1ccc(OCCN2CCNCC2)cc1	106	106	99	109	102	105	104	116	108
Nc1ccccc1-c1cc2c(c3c1[nH]c1ccccc13)CCCCCCCCC2	104	99	102	.	82	94	96	87	87
C=C1CCC2C3(C)COC(c4ccccc4)OC3CCC2(C)C1C/C=C1/C(=O)OCC1O (centres undefined)	117	52	92	.	87	55	.	.	87
O=NN(CCCl)C(=O)Nc1c[nH]c(=O)[nH]c1=O	81	117	100	94	105	85	.	104	116
O=C1Nc2ccccc2/C1=C\C(=O)c1ccccc1	100	108	99	98	100	95	106	107	98
O=[N+]([O-])c1ccc(-c2csc(NN=C(c3ccccc3)c3ccccc3)n2)cc1	102	101	97	79	95	58	85	100	100
CCCCc1ccc(-c2nc3c(c(C)nc4c3nnn4-c3cc(OC)c(OC)c(OC)c3)c(=O)o2)cc1	107	111	107	101	113	105	111	115	117
O=C(NCc1ccccc1)/C(=C/c1cccc([N+](=O)[O-])c1)CC(=O)c1ccc(Cl)c(Cl)c1	105	99	93	99	100	96	102	102	100
NNC(=O)CCc1ccncc1	100	103	92	100	100	81	105	121	98
Cc1[nH]c(C(=O)Nc2ccc(C(=O)N3CCN(c4cc5c(cc4F)c(=O)c(C(=O)O)cn5C4CC4)CC3)cc2OC(C)C)c(Cl)c1Cl	95	78	96	78	78	82	8.5*	86	90
CCNC	97	102	98	102	108	81	95	110	89
N#C/C(=C\c1ccc(Cl)cc1Cl)C(N)=O	100	107	109	106	104	94	106	109	100
CCCCCCCCCC(=O)c1ccc(O)c(O)c1O	61	65	87	65	59	59	32	72	.
O=C(O)c1c[nH]c(=O)c([N+](=O)[O-])c1	107	97	104	101	101	115	106	105	120
Oc1ccccc1-c1nn(-c2ccccc2)cc1-c1nc2ccccc2[nH]1	90	91	86	94	88	91	92	98	.
N=C(N)c1ccc(S(N)(=O)=O)cc1	88	98	101	100	94	92	113	113	96
O=C(O)C(=O)c1ccc[nH]1	111	107	110	117	95	89	109	116	113
C#Cc1cccc(Oc2ccc(NC(=O)C=C)cc2)c1	93[8.25 µM]	89[8.25 µM]	61[8.25 µM]	89[8.25 µM]	93[8.25 µM]	60[8.25 µM]	108[8.25 µM]	86[8.25 µM]	91[8.25 µM]
C/C=C\C=N\NC(N)=S	108	79	93	73	95	76	99	43	101
COc1ccc2[nH]c(O)c(N=NC(=O)Cn3c(-c4ccccc4)nc4cc(C)ccc43)c2c1	63	-5.9*	12	1.9*	13	57	44	37	50
COc1cc(C2N=C(NNc3ccccc3)NC(C)=C2C(C)=O)ccc1O (centres undefined)	93	88	87	94	97	78	106	122	88
COc1cc(CC(=O)O)ccc1O	95	110	106	93	99	94	108	107	111
O=c1[nH]c(N2CCOCC2)nc2c(-c3cccc4c3sc3ccccc34)cccc12	91	96	94	98	94	63	103	94	98
COc1ccc(-n2nc(C(=O)Nc3ccc(CC(=O)O)cc3)nc2-c2ccccc2)c(OC)c1OC	96	107	108	113	106	91	102	96	104

Reprinted from the part before: 3 compounds, then new ones.
SMILES	OVCAR-5	NCI/ADR-RES	NCI-H226	OVCAR-8	NCI-H23	NCI-H522	NCI-H460	OVCAR-3	NCI-H322M
COc1cc(CC(=O)O)ccc1O	95	110	106	93	99	94	108	107	111
O=c1[nH]c(N2CCOCC2)nc2c(-c3cccc4c3sc3ccccc34)cccc12	91	96	94	98	94	63	103	94	98
COc1ccc(-n2nc(C(=O)Nc3ccc(CC(=O)O)cc3)nc2-c2ccccc2)c(OC)c1OC	96	107	108	113	106	91	102	96	104
C=C1C(=O)O[C@H]2[C@H]1CC/C(COC(=O)c1cc(OC)c(OC)c(OC)c1)=C\CC[C@@]1(C)O[C@@H]21	-12*	11	-12*	-46*	8.3*	-88*	16	-70*	53
N#CC(=C1CCN(Cc2ccccc2)CC1)c1ccccc1	98	110	107	103	104	97	110	111	98
COc1ccc(-c2nc3ccccc3n3cccc23)cc1OC	73	82	93	87	95	89	95	98	91
COc1ccc(C2CC(c3cnccn3)=NN2c2ccccc2)cc1OC (centres undefined)	89	95	92	91	89	53	103	105	91
O=S(=O)(Nc1ncccn1)c1ccc(Nc2nc(-c3ccccn3)cs2)cc1	104	113	98	108	99	101	103	117	113
O=c1nc(N2CCCC2)oc2cc3ccccc3cc12	97[100 µM]	104[100 µM]	103[100 µM]	100[100 µM]	102[100 µM]	83[100 µM]	95[100 µM]	102[100 µM]	87[100 µM]
O=C(Cn1ccnc1)Nc1ccccn1	107	106	100	105	105	102	106	112	105
CCCOCC(O)CN1CCN(c2ccccc2)CC1 (centres undefined)	106	112	103	120	105	93	110	112	100
COc1ccc(-c2nc3sc(-c4ccccc4)cn3n2)cc1	108	34	76	.	72	30	35	58	86
CC(C)COC(=O)c1ccc(NC(=O)CCCl)cc1	98	83	79	93	91	87	99	81	87
NC(=O)c1cnc(Nc2ccc(N3CCOCC3)cc2)nc1NCCCNC(=O)C1CCC1	152	110	66	80	82	79	69	84	84
COc1cc(C)cc(-c2nn(CC(N)=O)cc2-c2ccnc(Oc3cccnc3)n2)c1	107	103	97	103	96	104	105	101	102
CCOc1nc(-c2ccccc2)cc2c(O)c(C(=O)N/N=C/c3ccc(OC)cc3)[nH]c(=O)c12	125	105	109	109	98	83	101	106	124
CCOC(=O)c1sc2ncnc(Nc3ccc(OCc4ccc(F)cc4)cc3)c2c1C	88	95	101	93	90	81	98	100	117
Cn1c(-c2ccccc2)c(C#N)c(NS(=O)(=O)c2ccc(N)cc2)c1-c1ccccc1	101	93	103	.	99	98	108	101	99
COc1ccc(/C=N/NC(=O)CSc2nc(-c3cnccn3)cc(-c3cccs3)c2C#N)cc1OC	104	97	47	85	67	77	56	99	92
Brc1cc2c(cc1C1OCCO1)OCO2	104	113	105	94	105	78	104	110	106
O=C(CN1CCN(c2cc3c(cc2F)c(=O)c(C(=O)O)cn3C2CC2)CC1)NCc1ccccc1	104	102	107	103	95	90	103	98	102
CCOC(=O)[C@@H](C)N1CC=CCN(OCc2ccccc2)S1(=O)=O	102	106	.	92	105	87	104	106	133
COc1cccc(-c2nc(Nc3ccc(S(N)(=O)=O)cc3)c3ccccc3n2)c1	73	26	26	36	38	24	18	23	50
Nc1nc(SCC(=O)O)c2[nH]cnc2n1	103	102	98	99	98	89	106	103	102
Cc1ccc(C(=O)c2cnc(=S)[nH]c2-c2ccc(Br)cc2)cc1	105	106	96	103	101	96	105	110	103
COc1ccc(NC(=O)CN2CCN(c3ncnc4c3cnn4-c3ccccc3)CC2)cc1	95	70	76	73	.	62	79	69	88
CCCCC/C=C\C/C=C\CCCCCCCCOc1cccc(CCOP(=O)(O)OCC[N+](C)(C)C)c1	98	111	104	101	102	96	104	116	93
COc1ccc(NC(=O)c2sc3nc(-c4cnccn4)cc(-c4cccs4)c3c2N)cc1	93	78	35	72	.	78	55	77	82
SMILES	OVCAR-5	NCI/ADR-RES	NCI-H226	OVCAR-8	NCI-H23	NCI-H522	NCI-H460	OVCAR-3	NCI-H322M
COc1ccc(-c2cc(C(=O)N=Nc3c(O)[nH]c4ccccc34)c3ccccc3n2)cc1OC	91	92	86	98	.	90	99	109	90
Cc1cc(NC(=O)c2ccc3noc(-c4ccccc4)c3c2)ccc1N1CCCC1=O	115	104	99	91	105	85	97	101	99
O=c1cc(CSc2nnc(-c3ccccc3)n2-c2ccc(F)cc2)c2ccc3ccccc3c2o1	94	84	81	93	84	74	100	98	92
O=C(CSc1nnc(-c2ccc(Cl)cc2)n1-c1ccccc1)Nc1ccc(C(=O)/C=C/c2ccc(Cl)cc2)cc1	111	91	86	95	97	77	102	99	101
N=C(N)c1ccc(-c2nc3ccc4[nH]ncc4c3c3c2CCCC3)cc1	120	101	90	90	95	40	87	80	98
COc1cc(/C=N/NC(=O)CSc2nc3sc4c(c3c(=O)n2-c2ccc(Cl)cc2)CCCC4)ccc1O	102	108	111	100	.	95	101	139	103
CCOc1ccc(Cn2c(-c3cncs3)nc3ccccc32)cc1OCC	92	104	95	88	109	101	101	112	95
CC(C)(C)OC(=O)N/N=C/c1ccc2c(c1)CCC2	104	106	104	105	102	94	114	107	125
COc1cc(-c2ccc[nH]2)[nH]c1/C=C1\N=C(C)C(C(=O)NC(C)C)=C1C	43	18	43	15	40	13	9.9*	19	39
O=C(Nc1ccc(F)cc1)Oc1ccc[nH]c1=O	92	95	114	99	102	89	92	122	104
CN(C)C(=O)c1ccc2c3c(ccc(C(=O)N(C)C)c13)CC2	102	103	100	98	101	96	104	104	106
O=C1Cc2ccccc2C(=O)O1	106	114	108	102	107	.	108	127	110
O=C(COc1ncnc2sc3c(c12)CCCC3)N/N=C\c1ccc(Br)cc1	90	106	103	104	100	90	108	108	105
O=[N+]([O-])c1ccc(/C=[N+](\[O-])CCO)o1	81	76	107	102	93	104	95	102	103
O=C1CC2CC=CCN2C=C1c1ccc(F)cc1 (centres undefined)	110	102	95	95	103	97	105	106	107
CC(=O)c1cc2c(N)c(C(=O)Nc3cccc4c3OCCO4)sc2nc1C	100	97	89	106	96	68	82	105	100
C=C1CC[C@@H]2[C@](C)(COC(C)=O)[C@H](OC(C)=O)CC[C@@]2(C)[C@@H]1CC(Nc1ccc(S(=O)(=O)Nc2cc(C)on2)cc1)C1=CCOC1=O (some centres undefined)	52	32	79	16	71	-20*	80	8.0*	80
CC(=O)OCC(=O)[C@@]1(O)CC[C@H]2[C@H]3[C@H]([C@@H](O)C[C@@]21C)[C@@]1(C)CCC(=O)C=C1C[C@@H]3C	98	100	86	94	104	76	101	105	96
Cc1ccc(NSc2ccccc2[N+](=O)[O-])cc1	50	14	66	33	45	13	15	7.4*	39
Nc1ccc(SCc2cc3cc(Cl)ccc3[nH]c2=O)cc1	73	50	81	85	76	73	31	67	82
O=C(Nc1ccc2c(c1)OC1(CCCC1)O2)c1cccc(-c2nn[nH]n2)c1	110	115	91	114	111	.	104	132	96
CCc1ccc(OC(C)=O)cc1	95	107	104	94	106	100	102	112	104
c1ccc(-c2ccc3c(c2)NC(C2Nc4cc(-c5ccccc5)ccc4O2)O3)cc1 (centres undefined)	107	108	115	97	114	88	118	126	108
Cc1cccc(NC(=O)N/C(N)=N/c2nc(C)c(C)s2)c1	82	25	71	58	62	24	20	40	83
CCCCn1cnc2c(SCc3ccccc3F)nc(N)nc21	93	92	91	102	107	96	106	105	102

Molecules from the list above that contain two or more sulfur atoms, in the order listed:
SMILES	OVCAR-5	NCI/ADR-RES	NCI-H226	OVCAR-8	NCI-H23	NCI-H522	NCI-H460	OVCAR-3	NCI-H322M
O=S(=O)(Nc1ncccn1)c1ccc(Nc2nc(-c3ccccn3)cs2)cc1	104	113	98	108	99	101	103	117	113
COc1ccc(/C=N/NC(=O)CSc2nc(-c3cnccn3)cc(-c3cccs3)c2C#N)cc1OC	104	97	47	85	67	77	56	99	92
COc1ccc(NC(=O)c2sc3nc(-c4cnccn4)cc(-c4cccs4)c3c2N)cc1	93	78	35	72	.	78	55	77	82
COc1cc(/C=N/NC(=O)CSc2nc3sc4c(c3c(=O)n2-c2ccc(Cl)cc2)CCCC4)ccc1O	102	108	111	100	.	95	101	139	103

Two compounds from above, showing only NCI-H226 and NCI-H460:
| mol | NCI-H226 | NCI-H460 |
| --- | --- | --- |
| COc1ccc(-c2cc(C(=O)N=Nc3c(O)[nH]c4ccccc34)c3ccccc3n2)cc1OC | 86 | 99 |
| CC(C)(C)OC(=O)N/N=C/c1ccc2c(c1)CCC2 | 104 | 114 |

Further records
SMILES	OVCAR-5	NCI/ADR-RES	NCI-H226	OVCAR-8	NCI-H23	NCI-H522	NCI-H460	OVCAR-3	NCI-H322M
CCOC(=O)c1cccc2c1-c1ccccc1C2=O	103	106	101	108	109	111	116	120	101
C[n+]1cc2cc3c(cc2c2ccccc21)OCO3	74	106	55	78	43	31	59	51	39
CCc1oc2ccccc2c1C(=O)c1cc(I)c(O)c(I)c1	86	-6.0*	75	57	58	30	22	14	98
CCC(CC)COC(=O)c1ccc(C(C)C)cc1	96	95	.	110	102	89	104	101	95
CC(=O)c1cc2c(cc1C)C1=C(CCC(C)C1)C2(C)C (centres undefined)	94	104	107	112	97	82	107	111	104
NS(=O)(=O)c1ccc(NC(=O)N2CCN(c3ccc(Cl)c(Cl)c3)CC2)cc1	94	101	90	92	81	82	90	86	81
CCSC1OC(COC(C)=O)C(OC(C)=O)C(OC(C)=O)C1OC(C)=O (centres undefined)	108	100	123	107	98	87	.	108	99
CCCCNC(=O)NS(=O)(=O)c1ccc(N2N=C(c3ccc(C)cc3C)CC2c2ccc(OC)cc2)cc1 (centres undefined)	90	45	87	63	65	54	48	75	91
CC(=O)Nc1ccc(S(=O)(=O)N/N=C/c2c(O)ccc3ccccc23)cc1	101	110	114	96	110	81	97	113	109
CCOC(=O)/C=C/c1c(OC)cc(OC)cc1OC	100	111	111	105	100	81	108	118	98
COc1ccc(C2=C(CN)C(O)NC(=NCC(=O)c3ccc4ccccc4c3)N2)cc1 (centres undefined)	100	103	100	99	103	86	114	100	104
CCc1ccc(S(=O)(=O)NC(=O)NC2CCCC2)cc1	100	100	.	103	98	100	102	110	97
Cc1ccccc1NC(=O)CN(C)C	96	101	98	108	96	83	113	113	90
COc1ccc(C(O)(c2ccccc2)C(C(=O)O)c2ccccc2)cc1 (centres undefined)	102	108	106	107	102	98	116	114	105
Oc1ccc(-c2cc(-c3ccc(-c4cc(-c5ccc(O)cc5)nc(-c5ccc(O)cc5)c4)cc3)cc(-c3ccc(O)cc3)n2)cc1	127	73	109	37	76	75	79	52	90

Bioassay records (PubChem)
